# Rab9 promoter act: qHTS Assay for Rab9 Promoter Activators | Potency, µM (top dose mostly 9.22 µM), for inactives: top-dose activation, negative = inhibition, actives largely listed as activators | Huh7 Rab9 promoter-luciferase reporter, luminescence, 24 h | hit rate 2.8% among 320,000; also: % of control where 0% means no effect; nearly all actives have a fitted effect of over 60% in size
#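 Quantitative HTS format; Huh7 Rab9-luciferase reporter cells (1500/well) receive compound 2 h post-plating, incubate 24 h at 37 °C, then get luciferase reagent for 10 min before luminescence reading.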
# BRCA1 expr up: qHTS Assay to Identify Small Molecule Activators of BRCA1 Expression; MCF7-BRCA1-FFLuc reporter, luminescence, 48 h; response scale: scaled: vehicle 0%, 10 µM genistein 100%; Potency, µM (titrated, usually from 46.1 µM), for inactives: at the highest dose activation, actives largely listed as activators; hit rate 1.1% among 380,000; AID 624202, 2012; also: nearly all actives have a fitted effect of over 80% in size; some results filed as inactive show a strong effect at the top dose
#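 Reporter cells (MCF7, BRCA1 promoter-firefly luciferase) received library compounds across a concentration series for 48 h. End-point luminescence was measured and concentration-effect curves derived after normalization.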
# FLuc counter: qHTS profiling assay for firefly luciferase inhibitor/activator using purifed enzyme and Km concentrations of substrates (counterscreen for miR-21 project). AID 588342, 2011. hit rate 6.9% among 360,000. Potency, µM (highest dose often 57.5 µM), without a hit: at the top dose activity change, negative = inhibition, usual class: inhibitors. purified FLuc, Km substrates, luminescence inhibition;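 also: plate controls were vehicle for no effect and reference inhibitor for full effect; nearly all actives have a fitted effect of over 55% in size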
# Target sequence (P08659 whole entry, looked up): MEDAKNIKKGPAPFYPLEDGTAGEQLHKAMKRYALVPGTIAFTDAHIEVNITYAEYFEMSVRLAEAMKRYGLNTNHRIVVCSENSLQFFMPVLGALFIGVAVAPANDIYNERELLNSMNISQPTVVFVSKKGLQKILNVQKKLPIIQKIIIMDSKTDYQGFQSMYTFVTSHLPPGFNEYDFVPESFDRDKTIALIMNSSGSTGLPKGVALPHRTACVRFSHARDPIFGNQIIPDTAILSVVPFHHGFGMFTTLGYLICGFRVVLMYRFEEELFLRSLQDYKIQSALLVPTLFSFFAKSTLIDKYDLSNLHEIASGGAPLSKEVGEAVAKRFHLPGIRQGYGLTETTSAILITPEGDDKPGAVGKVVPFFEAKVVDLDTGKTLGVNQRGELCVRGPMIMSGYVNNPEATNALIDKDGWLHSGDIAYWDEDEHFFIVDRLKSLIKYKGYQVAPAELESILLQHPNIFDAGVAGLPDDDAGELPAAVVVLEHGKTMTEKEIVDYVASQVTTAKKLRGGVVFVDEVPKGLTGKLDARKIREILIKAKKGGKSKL
#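 Purified P. pyralis luciferase (10nM final) with 10uM D-luciferin and 10uM ATP (Km levels) in 50mM Tris acetate pH 7.5, 10mM Mg acetate, 0.01% Tween-20, 0.05% BSA; qHTS 6-point titration, ~60 µM downward; luminescence read.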
# NPC1 prom act: qHTS Assay for NPC1 Promoter Activators. Huh7 NPC1 promoter luciferase reporter, 24 h. Potency, µM (titrated, usually from 9.22 µM), inactives show top-dose activation, actives largely listed as activators. hit rate 2.4% among 320,000. AID 485313, 2010;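 also: % of control where 0% means no effect; nearly all actives have a fitted effect of over 60% in size; reporter is driven by a mutant NPC1 promoter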
#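 Luciferase expression driven by the NPC1 promoter was measured in stably transfected Huh7 cells after a 24 h compound incubation, using a luciferase reagent and a luminescence read.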
# MBNL1-CUG inh: qHTS Assay for Inhibitors of MBNL1-poly(CUG) RNA binding; TR-FRET MBNL1-His/biotin-(CUG)12 binding, 665/545 ratio; Muscleblind-like protein 1 (Homo sapiens), Q9NR56; AID 2675, 2010; Potency, µM (doses to about 57.5 µM), for inactives: at the top dose activity change, negative = inhibition, usual class: inhibitors; hit rate 0.036% among 280,000; active = well fitted inhibition curve with a large enough effect in the signal ratio, with a control signal flat, not every such curve was filed as active; inconclusive = small, poorly fitted or top-dose-only effect, or effect the other way, or a change in a side signal; inactive = no such curve, though single readings can be large or run the other way; the % refers to the signal ratio; also: % is scaled to controls: 0 for no effect and ±100 for the full control effect
#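 Inhibition of protein-RNA binding appears as loss of TR-FRET between terbium anti-His antibody on MBNL1-His and streptavidin-XL665 on biotin-(CUG)12. Activity is normalized to buffer-only and uninhibited-complex controls.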
# RORg inh: qHTS for inhibitors of ROR gamma transcriptional activity; Drosophila S2 Gal4-RORgamma UAS-luciferase reporter, 20 h; Potency, µM (titrated, usually from 53.6 µM), inactives show at the highest dose activity change, negative = inhibition, usual class: inhibitors; hit rate 5.4% among 310,000; AID 2551, 2010; also: % is scaled to controls: 0 for no effect and ±100 for the full control effect; nearly all actives have a fitted effect of over 60% in size
# Target sequence (P51450 whole entry, looked up, the tested form may be a part): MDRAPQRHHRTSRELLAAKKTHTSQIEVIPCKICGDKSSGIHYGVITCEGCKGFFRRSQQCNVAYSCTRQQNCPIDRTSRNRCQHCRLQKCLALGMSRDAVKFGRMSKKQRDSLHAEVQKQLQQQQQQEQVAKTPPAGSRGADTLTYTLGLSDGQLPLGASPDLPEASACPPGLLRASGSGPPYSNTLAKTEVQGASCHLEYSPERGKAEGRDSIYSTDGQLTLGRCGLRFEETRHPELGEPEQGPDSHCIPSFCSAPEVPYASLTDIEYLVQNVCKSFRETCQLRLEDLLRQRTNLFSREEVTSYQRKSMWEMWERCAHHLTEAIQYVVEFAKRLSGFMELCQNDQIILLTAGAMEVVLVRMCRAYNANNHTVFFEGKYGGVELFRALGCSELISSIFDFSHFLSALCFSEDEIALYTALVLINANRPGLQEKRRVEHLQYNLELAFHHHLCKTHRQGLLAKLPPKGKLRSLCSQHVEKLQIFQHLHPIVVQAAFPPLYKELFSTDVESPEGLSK
#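 Stable Schneider cell line, Gal4 DNA-binding domain fused to ROR gamma, UAS-luciferase. Cmpd 1 hr RT → CuSO4 700 uM final → 20 hr RT → luciferase reagent 10 min → luminescence.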
# p53 reactivation: qHTS assay for re-activators of p53 using a Luc reporter. H1299 p53-A138V BP100-luciferase reporter, luminescence, 24 h. Potency, µM (top dose mostly 92.2 µM), for the others: top-dose activity change, positive = activation, usual class: activators. hit rate 0.063% among 320,000. AID 504706, 2011; also: % of control where 0% means no effect; nearly all actives have a fitted effect of over 45% in size
#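 H1299 (p53-null), stable ts p53-A138V + BP100-Luc; 1000 cells/well, Opti-MEM/10% FBS; cpd 4 pt, 1:5; 24 h, 37 deg C, 5% CO2; detection reagent 10 min RT; luminescence.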
# Gal4-VP16 FLuc: VP16 counterscreen qHTS for inhibitors of ROR gamma transcriptional activity; Drosophila S2 Gal4-VP16 UAS-luciferase, luminescence, 20 h; Potency, µM (highest dose often 53.6 µM), inactives show at the top dose activity, negative = inhibition, most hits filed as inhibitors; hit rate 3.5% among 310,000;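 also: Gal4-VP16 expression switched on by copper sulfate through the metallothionein promoter; % is scaled to controls: 0 for no effect and ±100 for the full control effect; nearly all actives have a fitted effect of over 50% in size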
# uPA generation: qHTS for Inhibitors of Cell Surface uPA Generation; cell surface uPA generation assay, qHTS; Potency, µM (doses to about 38.3 µM), inactives show top-dose activity change, negative = inhibition, usual class: inhibitors; hit rate 0.31% among 330,000; AID 540303, 2011; active = well fitted inhibition curve with a large enough effect; inconclusive = small, poorly fitted or top-dose-only effect; inactive = no such curve, though single readings can be large or run the other way; tested in mouse RAW 264.7 cells; also: % is scaled to controls: 0 for no effect and ±100 for the full control effect; nearly all actives have a fitted effect of over 55% in size
# MLL CXXC-DNA inh: qHTS Fluorescence Polarization Assay for Inhibitors of MLL CXXC domain - DNA interaction; Potency, µM (highest dose often 115 µM), for the others: at the highest dose activity change, negative = inhibition, most hits filed as inhibitors; MLL-CXXC / FITC-HOXA9 DNA fluorescence polarization; AID 2662, 2010; Histone-lysine N-methyltransferase 2A (Homo sapiens), Q03164; hit rate 0.037% among 290,000; active = well fitted inhibition curve with a large enough effect in the polarisation, with a control signal flat, not every such curve was filed as active; inconclusive = small, poorly fitted or top-dose-only effect, or effect the other way, or a change in a side signal; inactive = no such curve, though single readings can be large or run the other way; the % refers to the polarisation
#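 Fluorescence polarization: 7 uM MLL-CXXC (stock) preincubated 5 min with compounds, then 50 nM fluorescein-HOX-A9 DNA (stock) added; 30 min ambient. Buffer 50 mM Tris-HCl pH 7.5, 50 mM NaCl, 1 mM DTT, 0.05% BSA.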
# ELG1 genotox: qHTS screen for small molecules that induce genotoxicity in human embryonic kidney (HEK293T) cells expressing luciferase-tagged ELG1. hit rate 1.3% among 330,000. HEK293T ELG1-luciferase reporter, luminescence, 16 h. Potency, µM (doses to about 46 µM), inactives show at the top dose activity change, positive = activation, most hits filed as activators; also: % of control where 0% means no effect; nearly all actives have a fitted effect of over 60% in size
#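 Step 1: seed 2,000 HEK293T ELG1-luciferase cells per well. Step 2: add compound or DMSO, incubate 16 hr at 37 °C. Step 3: ONE-Glo, 30 min at room temperature, read luminescence.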
# The depositor's hits bear a star; ? = inconclusive; . = not tested or not shown; & = joins results of further samples; [ ] = another dose, or the depositor's remark. Unless noted, calls follow the shape of the dose curve; as a rule, active = well fitted curve in the direction sought with a large enough effect; inconclusive = small, poorly fitted or top-dose-only effect, or another doubt; inactive = no such curve, though single readings can be large; an effect the other way counts as inactive or inconclusive. Potency is read from the fitted curve at half-maximal effect. This is a subset; rates above refer to the full screens.
SMILES,Rab9 promoter act,BRCA1 expr up,FLuc counter,NPC1 prom act,MBNL1-CUG inh,RORg inh,p53 reactivation,Gal4-VP16 FLuc,uPA generation,MLL CXXC-DNA inh,ELG1 genotox
CCOC(=O)NC1(Nc2ccc(Cl)cn2)Oc2ccccc2O1,2%,.,2%,-3%,5%,23%,?,3%,.,1%,11%
COc1cccc(/C=N\NC(=O)C2C(=O)NCC2c2ccccc2)c1O (stereo not given),-5%,-29%,-12%,-4%,11%,8.9µM*,5%,?,-12%,0%,0%
CCCCNC(=O)Cc1ccc(C)cc1,-4%,-6%,-1%,5%,?,2%,0%,?,-2%,-4%,-4%
COc1cccc(N2CCN(c3nc(C)cc(C)c3C#N)CC2)c1,-1%,-10%,-6%,-6%,-5%,3%,9%,-6%,17%,-3%,-9%
N#Cc1cc(N)ccc1-n1cccc1,-1%,-5%,2%,-2%,-5%,2%,-1%,5%,-6%,0%,0%
CN(C)S(=O)(=O)c1ccc(SCC(=O)Nc2ccc3c(c2)OCCO3)nc1,-1%,76%,21µM*,11%,.,.,6%,.,0%,.,1%
O=C(CNC(=O)N1CC(=O)Nc2ccccc21)Nc1ccccc1F,5%,-36%,2%,-6%,-4%,4%,9%,1%,6%,53%[activator],6%
CCOc1ccc(C2CC(c3cccc(OC)c3)Nc3nc(N)nn32)cc1 (stereo not given),0%,6%,1%,1%,-6%,40%,-3%,9%,1%,-4%,2%
O=C(c1cccc(S(=O)(=O)N2CCCC2)c1)N1CCN(c2ccccc2F)CC1,-6%,-55%,-1%,-1%,-8%,-29%,-8%,-20%,.,-4%,-11%
CCN(CC(=O)NCc1cccs1)C(=O)c1ccc([N+](=O)[O-])o1,4%,-6%,4%,-2%,.,.,13%,.,-5%,.,2%
O=C(N/C(=C/c1ccco1)C(=O)N1CCCC1)c1cccs1,-4%,2%,-5%,0%,?,-8%,0%,?,-3%,-6%,0%
CC1CCN(S(=O)(=O)c2ccc(NC(=O)[C@@H]3CCCN3C(=O)c3cccs3)cc2)CC1,-4%,-23%,4%,-7%,.,.,-1%,.,-1%,.,-1%
C=CCSc1nc2c(sc3nc(C)cc(C)c32)c(=O)[nH]1,0%,-2%,-2%,-5%,0%,-2%,-3%,-4%,0%,-16%,2%
O=C(Nc1cccnc1)C1OCCc2ccccc21 (stereo not given),1%,-15%,6%,12%,1%,25%,1%,2%,6%,-2%,-2%
c1ccc(-c2noc(CSc3nnc(Cc4cccs4)n3-c3ccccc3)n2)cc1,-5%,-41%,3%,-1%,4%,40%,-5%,5%,3%,-1%,-4%

# Two compounds drawn at random from the list so far:
SMILES,Rab9 promoter act,BRCA1 expr up,FLuc counter,NPC1 prom act,MBNL1-CUG inh,RORg inh,p53 reactivation,Gal4-VP16 FLuc,uPA generation,MLL CXXC-DNA inh,ELG1 genotox
CCCCNC(=O)Cc1ccc(C)cc1,-4%,-6%,-1%,5%,?,2%,0%,?,-2%,-4%,-4%
N#Cc1cc(N)ccc1-n1cccc1,-1%,-5%,2%,-2%,-5%,2%,-1%,5%,-6%,0%,0%

# Gathered by group, the entries above containing a furan ring, fused or not (2)
SMILES,Rab9 promoter act,BRCA1 expr up,FLuc counter,NPC1 prom act,MBNL1-CUG inh,RORg inh,p53 reactivation,Gal4-VP16 FLuc,uPA generation,MLL CXXC-DNA inh,ELG1 genotox
CCN(CC(=O)NCc1cccs1)C(=O)c1ccc([N+](=O)[O-])o1,4%,-6%,4%,-2%,.,.,13%,.,-5%,.,2%
O=C(N/C(=C/c1ccco1)C(=O)N1CCCC1)c1cccs1,-4%,2%,-5%,0%,?,-8%,0%,?,-3%,-6%,0%

# Going on with the list:
SMILES,Rab9 promoter act,BRCA1 expr up,FLuc counter,NPC1 prom act,MBNL1-CUG inh,RORg inh,p53 reactivation,Gal4-VP16 FLuc,uPA generation,MLL CXXC-DNA inh,ELG1 genotox
NC(=O)c1ccc[n+](Cc2ccc(-c3ccccc3)cc2)c1,4%,-19%,1%,-2%,12%,-1%,-4%,-2%,5%,2%,-6%
CCC(C)NCCOc1ccc(Br)cc1 (stereo not given),-1%,0%,0%,-2%,1%,3%,-1%,6%,0%,-5%,1%
COc1ccc(OC)c(S(=O)(=O)N2CCCC(C)C2)c1 (stereo not given),-1%,-1%,5%,-10%,-5%,16%,1%,-3%,0%,0%,0%
COc1ccc(C2NCCc3cc(OC)c(OC)cc32)cc1OC (stereo not given),3%,-1%,3%,0%,8%,-4%,1%,-8%,-1%,-1%,0%
CCCCCCCCCCOC(=O)Cn1c(COc2ccc(OC)cc2)[n+](C)c2ccccc21,-6%&-4%,-23%&-27%,-4%&0%,1%&-2%,-1%&-3%,?,9%&-135%,6.3µM*,3%&-14%,?,-9%&-6%
CCOC(=O)c1sc(=S)n(C)c1NC(=O)c1ccc(OC)cc1,-3%,-2%,-18%,-5%,5%,0%,0%,-5%,2%,0%,-4%
CCCCCCSc1ccc([C@H]2N[C@@](Cc3ccccc3)(C(=O)OC)[C@H]3C(=O)N(CC)C(=O)[C@@H]23)cc1,-5%,-8%,-5%,-7%,.,.,14%,.,3%,.,-10%
CC(C)OCCOc1ccc2oc(-c3ccco3)cc(=O)c2c1,?,8.9µM*,24µM*,?,?,127%,.,?,-1%,3%,8%
Cc1ccccc1NS(=O)(=O)c1cc(C(=O)N2CCCC2)ccc1C,-3%,-9%,0%,-1%,2%,3%,-6%,0%,2%,-8%,-1%
Cc1ccc(S(=O)(=O)N2CCN(Cc3nc4ccccc4n3C)CC2)cc1,-4%,-6%,1%,-7%,7%,?,-22%,-4%,-9%,10%,0%
Cc1ccc(NC(=O)NC(=O)CN2CCN(c3ccc(O)cc3)CC2)c(C)c1,0%,-45%,1%,-1%,0%,4%,-3%,-9%,-4%,-8%,-4%
COc1cccc(CN2CCNC(=O)C2CC(=O)NC2CCCCC2)c1OC (stereo not given),-2%,5%,1%,2%,-2%,-2%,3%,1%,7%,2%,3%
Cc1cc(-c2onc(C)c2C(=O)O)no1,-1%,0%,-1%,1%,.,-5%,15%,6%,2%,13%,3%
NC(N)=NS(=O)(=O)c1ccc(NC(=S)NC(=O)c2sc3ccccc3c2Cl)cc1,-5%,3%,1%,-3%,.,-3%[10 µM],0%,-4%,-11%,-3%,-7%
Cc1ccccc1CSc1nnc(-c2cnccn2)n1C,28%,84%,-17%,18%,-9%,26%,7%,8%,0%,-2%,11%
Cc1ccc(NC(=O)CN(C)C(=O)Cn2nnc(-c3ccccc3)n2)cc1,2%,-5%,1%,0%,.,.,-1%,.,-5%,.,3%
CCn1nc(C)cc1C(=O)N1CCCC(C(=O)c2cccc(OC)c2)C1 (stereo not given),3%,0%,-2%,-2%,11%,19%,-3%,-11%,-4%,-8%,-3%
CCOc1ccc2nc(N3CCCC(C(=O)NCC4CCCO4)C3)sc2c1 (stereo not given),?,10µM*,4.8µM*,?,0%,-12%,5%,-10%,?,-3%,13%
O=c1[nH]cc(O)c(=O)[nH]1,1%,2%,0%,2%,-5%,0%,-2%,2%,-19%,1%,5%
CCN(CC)S(=O)(=O)c1cc(C(=O)Nc2ccccc2[N+](=O)[O-])ccc1Cl,?,-51%,9.5µM*,?,.,2%,?,?,-4%,-3%,?
Cn1cccc1C(=O)NCCc1ccccc1,0.5µM*,2%,4.8µM*,0.4µM*,-3%,10µM*,?,13µM*,-1%,4%,2.3µM*
O=C(Nc1ccc2oc(-c3cccnc3)nc2c1)c1ccc([N+](=O)[O-])o1,-27%,22%,3%,-16%,?,-6%,-8%,10%,-7%,-2%,-7%
CCC(C)(C)NC(=O)CN(C(=O)C(=O)Nc1ccc2c(c1)OCCO2)C(C)(C)CC,-2%,-35%,1%,-2%,-3%,4%,4%,2%,.,-5%,-1%

# Compound activity: PubChem, National Center for Advancing Translational Sciences (NCATS)
